# Bioassay records (PubChem)
# KCNH2 3.1 block = qHTS for Inhibitors of KCHN2 3.1: Mutant qHTS | Potassium voltage-gated channel subfamily H member 2, brain isoform KCNH2 3.1 (human) | U2OS KCNH2 3.1, thallium flux FluxOr; stronger effect = lower value | activity change, % (tested at about 1.8 µM) | 340,000 tested, 0.95% active | AID 720553, 2013;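 active = maximum activity change below -70%; inconclusive = maximum activity change from -70% to -50%; inactive = maximum activity change above -50%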;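 also: thallium influx rate constant from kinetic fluorescence after stimulation buffer; % is scaled to controls: 0 for no effect and ±100 for the full control effect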
#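 Virally transduced U2OS (3.1 isoform, 4 h infection in dark at RT) → overnight 37 C → FluxOr + Red40 in HBSS/HEPES, 45 min → stimulation buffer, 2 min kinetic read → rate constant vs DMSO controls.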
# ELG1 repair inh = qHTS screen for small molecules that inhibit ELG1-dependent DNA repair in human embryonic kidney (HEK293T) cells expressing luciferase-tagged ELG1; Potency, µM (doses to about 46.1 µM), without a hit: top-dose activity change, negative = inhibition, hits mostly inhibitors; 330,000 tested, 2.3% active; AID 504467, 2011; HEK293T ELG1-luciferase reporter, luminescence, 16 h; DNA damage induced by 5-fluorouridine; also: potency is read from the fitted curve at half-maximal effect; % is scaled to controls: 0 for no effect and ±100 for the full control effect; nearly all actives have a fitted effect of over 55% in size
#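 In this reporter screen, reduction of luminescence relative to DMSO vehicle indicated activity. Compounds and 5-fluorouridine were added together to 2,000 cells per well, incubated for 16 hr at 37 °C, then developed with ONE-Glo.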
# USP2a inh = qHTS Assay for Inhibitors of Ubiquitin-specific Protease USP2a Using CHOP2 as the Reporter | Potency, µM (doses to about 38.3 µM), without a hit: at the highest dose activity change, negative = inhibition, most hits filed as inhibitors | USP2 core, Ub-CHOP2 coupled fluorogenic reporter, 485/531 | 330,000 tested, 0.01% active | Ubiquitin carboxyl-terminal hydrolase 2 (Homo sapiens), O75604;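 also: potency is read from the fitted curve at half-maximal effect; plate controls were DMSO wells for no effect and full inhibition by NEM control for full effect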
# Target sequence (O75604 whole entry, looked up): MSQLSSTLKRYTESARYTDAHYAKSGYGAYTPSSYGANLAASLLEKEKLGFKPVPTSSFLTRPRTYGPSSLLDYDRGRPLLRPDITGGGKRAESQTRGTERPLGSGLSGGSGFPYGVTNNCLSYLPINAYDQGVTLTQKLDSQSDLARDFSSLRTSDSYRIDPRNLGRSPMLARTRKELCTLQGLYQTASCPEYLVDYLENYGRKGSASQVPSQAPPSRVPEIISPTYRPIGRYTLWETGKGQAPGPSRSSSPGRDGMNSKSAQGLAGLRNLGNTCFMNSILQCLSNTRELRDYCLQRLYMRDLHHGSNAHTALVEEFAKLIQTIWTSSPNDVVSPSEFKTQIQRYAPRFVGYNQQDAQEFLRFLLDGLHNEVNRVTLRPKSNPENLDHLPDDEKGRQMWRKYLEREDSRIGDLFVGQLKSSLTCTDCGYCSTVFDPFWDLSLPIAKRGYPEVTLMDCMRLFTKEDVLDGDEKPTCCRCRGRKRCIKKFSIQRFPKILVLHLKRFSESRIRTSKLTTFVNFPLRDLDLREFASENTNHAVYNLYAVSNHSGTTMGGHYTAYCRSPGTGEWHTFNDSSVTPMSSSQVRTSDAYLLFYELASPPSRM
#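 USP2 core (10nM final) preincubated 30min RT with compound in 20mM Tris-HCl pH 8.0, 2mM CaCl2, 2mM beta-mercaptoethanol, 0.05% CHAPS; 25nM Ub-CHOP2 plus 25nM reporter substrate added, fluorescence (Ex485/Em531) read after 60min.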
# TRPV1 agonist = HTS Assay for Compounds that Act as Agonists of the Vanilloid Receptor 1 | TRPV1-expressing cells, Fluo-8 calcium influx, agonist mode | 320,000 tested, 0.19% active | activation, % at 8.33 µM | Transient receptor potential cation channel subfamily V member 1 (Homo sapiens), Q8NER1; in the data active = activation above about 80%; inconclusive = between about 30% and that limit; also: 0% is about no effect
#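 Cells expressing TRPV1 were dye-loaded with Fluo-8 and read kinetically: 10 s baseline, 3 min after compound (agonist portion), then 2 min after EC20 capsaicin (allosteric enhancer portion). Calcium-bound dye fluorescence at 480/520 nm.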
# Eya2 inh = qHTS Assay for Inhibitors of the Phosphatase Activity of Eya2; recombinant Eya2, OMFP fluorescence dephosphorylation (OMFP is methylfluorescein phosphate); Potency, µM (titrated, usually from 76.9 µM), for the others: top-dose activity, negative = inhibition, actives largely listed as inhibitors; AID 488837, 2010; 330,000 tested, 0.006% active; also: potency is read from the fitted curve at half-maximal effect; % is scaled to controls: 0 for no effect and ±100 for the full control effect
# Target sequence (O00167 whole entry, looked up): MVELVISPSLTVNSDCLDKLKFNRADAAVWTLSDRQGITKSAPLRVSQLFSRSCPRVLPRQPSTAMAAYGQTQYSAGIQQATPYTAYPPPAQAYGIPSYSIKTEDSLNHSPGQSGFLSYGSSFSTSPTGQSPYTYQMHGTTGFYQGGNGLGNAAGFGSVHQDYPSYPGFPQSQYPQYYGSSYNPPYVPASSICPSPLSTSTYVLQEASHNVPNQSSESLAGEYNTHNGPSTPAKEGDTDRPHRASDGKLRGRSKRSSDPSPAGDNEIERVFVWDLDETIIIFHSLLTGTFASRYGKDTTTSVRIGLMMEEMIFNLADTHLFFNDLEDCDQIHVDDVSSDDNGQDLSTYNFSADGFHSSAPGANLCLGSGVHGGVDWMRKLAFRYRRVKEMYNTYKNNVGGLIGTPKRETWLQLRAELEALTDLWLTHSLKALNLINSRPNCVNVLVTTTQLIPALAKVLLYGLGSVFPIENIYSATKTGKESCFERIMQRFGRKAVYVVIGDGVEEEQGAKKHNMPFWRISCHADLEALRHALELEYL
#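 Eya2 protein (added as 0.2 uM solution) was preincubated with compound for 10 min at ambient temperature in 50 mM HEPES pH 7.5, 50 mM NaCl, 5 uM MgCl2, 0.05% BSA, 1 mM DTT. OMFP (added at 50 uM) then reacted 10 min; fluorescence read at 485/525 nm.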
# hERG WT inh = qHTS for Inhibitors of KCHN2 3.1: Wildtype qHTS; Voltage-gated inwardly rectifying potassium channel KCNH2 (Homo sapiens), Q12809; U2OS, BacMam KCNH2, thallium flux FluxOr; stronger effect = lower value; activity change, % at 1.84 µM; 340,000 tested, 0.37% active; AID 720551, 2013;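 active = maximum activity change below -70%; inconclusive = maximum activity change between -70% and -50%; inactive = maximum activity change above -50%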; also: % is scaled to controls: 0 for no effect and ±100 for the full control effect
#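 U2OS cells transduced with wild-type KCNH2 virus are loaded with FluxOr dye for 45 min, and thallium flux is measured in kinetic reads before and after stimulation buffer. Rate constants are normalized to DMSO controls.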
# TSHR antag = Antagonists of the Thyroid Stimulating Hormone Receptor: HTS campaign. 330,000 tested, 0.2% active. TSHR-expressing cells, TSH-stimulated cAMP HTRF, 2 h; stronger effect = lower value. activity change, negative = inhibition, % at 11.5 µM. Thyrotropin receptor (Homo sapiens), P16473;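 active = activity change below a set negative limit, meaning inhibition stronger than a set level, cut at about -70% in these data; inconclusive = activity change between two set negative limits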; also: % is scaled to controls: 0 for no effect and ±100 for the full control effect
#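 Read-out is FRET at 665 nm (cryptate excitation 337 nm) from a cryptate-tagged anti-cAMP antibody, competed by cell cAMP against cAMP-d2. Compounds are tested on freshly harvested TSHR cells challenged with 4nM TSH (EC80) for 2 hours at 37 deg C.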
# AT treatment = qHTS Assay for Identifying a Potential Treatment of Ataxia-Telangiectasia; Potency, µM (titrated, usually from 57.5 µM), without a hit: at the highest dose activation, hits mostly activators; 320,000 tested, 0.19% active; […] A-T fibroblasts, KAP-1 phosphorylation AlphaLISA; neocarzinostatin DNA damage 30 min before lysis; AID 485349, 2010; also: potency is read from the fitted curve at half-maximal effect; % of control where 0% means no effect; nearly all actives have a fitted effect of over 45% in size
#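 hTERT-immortalized A-T patient fibroblasts ([…]), 500 cells/well in OPTI-MEM, 1% FBS, got compounds for 60 min, then NCS for 30 min at 37C. Lysates were then assayed for phospho-KAP-1 by AlphaLISA (anti-pKAP1 donor, anti-KAP1 acceptor beads), 6 hr at 25C.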
# Mito fusion yeast = qHTS Assay for Small Molecule Inhibitors of Mitochondrial Division or Activators of Mitochondrial Fusion; Potency, µM (series often up to 46.1 µM), without a hit: at the top dose growth rescue (activation), usual class: activators; 320,000 tested, 0.23% active; S. cerevisiae fusion-defective mutant growth rescue, CellTiterGlo 48 h;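 also: potency is read from the fitted curve at half-maximal effect; % of control where 0% means no effect; nearly all actives have a fitted effect of over 45% in size; temperature-sensitive fusion mutants such as fzo1-1 at 37 °C on non-fermentable ethanol glycerol medium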
#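 Yeast fusion mutant, YPEG (non-fermentable carbon), compound, 48 h at 37C non-permissive; CellTiterGlo added, 10 min RT, luminescence read. Rescued growth = division inhibition.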
# TCR act = Activators of T cell receptors: qHTS campaign; 330,000 tested, under 10 active; Potency, µM (top dose mostly 9.22 µM), without a hit: at the highest dose activation of IL-2 secretion, usual class: activators; primary human leukocytes, anti-CD3, IL-2 HTRF, 48 h; also: % of control where 0% means no effect
#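 Primary human leukocytes incubated 48 hr with anti-CD3 beads plus compound, without co-stimulation. Secreted IL-2 measured by HTRF (europium cryptate/d2 anti-IL-2 pair, 320 nm excitation, 665 nm emission).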
# * = called active by the depositor; ? = inconclusive; · = no result given; [ ] = another dose, or the depositor's remark. Unless noted, calls follow the shape of the dose curve; as a rule, active = well fitted curve in the direction sought with a large enough effect; inconclusive = small, poorly fitted or top-dose-only effect, or another doubt; inactive = no such curve, though single readings can be large; an effect the other way counts as inactive or inconclusive. This is a subset, so the mix of outcomes need not match the whole.
SMILES,KCNH2 3.1 block,ELG1 repair inh,USP2a inh,TRPV1 agonist,Eya2 inh,hERG WT inh,TSHR antag,AT treatment,Mito fusion yeast,TCR act
O=C(NCc1n[nH]c(=O)c2ccccc12)C1CC(=O)N(c2ccccc2)C1 (centres undefined),11,0%,-4%,2,-12%,2,·,4%,-2%,-2%
CCCCn1nc(C(=O)Nc2ccccc2N2CCCC2)c2ccccc2c1=O,-8,?,0%,25,14%,-17,24,2%,?,-4%
O=C(NNC(=S)NC1CCCCC1)c1cccc(S(=O)(=O)Nc2ccccc2Cl)c1,7,0%,-5%,5,-5%,-6,-30,-10%,5%,-6%[46.1 µM]
CCOC(=O)Cn1cc(C#N)c2cccc(CC)c21,26,3%,1%,-1,-10%,-11,-10,-2%,-1%,1%
O=C(c1ccccc1)c1ccc(OCCO)cc1,-2,?,4%,2,-7%,4,-7,-4%,5%,-1%
COc1ccc(C(=O)Oc2cc(C)[nH]c(=O)c2[N+](=O)[O-])c(OC)c1,-6,-1%,-2%,-2,0%,-3,-3,5%,1%,-1%
CCCOc1c(Br)cc(C(N)=O)cc1OCC,-12,?,2%,-2,3%,-3,1,4%,7%,6%
CN(C)c1ccc(NC(=O)c2ccc(COc3cccc(Cl)c3)o2)cc1,-17,?,-7%,2,-10%,-4,-11,-4%,17%,2%
O=C(CSc1nnc(CNC(=O)c2cccs2)o1)NC1CCCC1,-4,-3%,0%,-4,6%,-1,-2,-3%,-5%,6%[46.1 µM]
CC(=O)c1ccc(NC(=O)/C(=C\c2ccccc2)NC(=O)c2ccco2)cc1,22,19%,-4%,4,-1%,-4,4,0%,-9%,2%
Cc1c(Br)c([N+](=O)[O-])nn1C(C)C(=O)NCc1cccnc1 (centres undefined),-2,2%,5%,-2,4%,9,-5,-3%,-3%,-3%
CCSc1ccccc1C(=O)NC1CCCCC1,-1,6%,2%,23,-26%,-2,18,-1%,-4%,1%
COc1ccc(Oc2nc(-c3ccccn3)nc3ccccc23)cc1,0,9.2µM*,-4%,·,?,3,10,14%,-7%,11%
Cc1ccc2[nH]c(=O)c(CN(Cc3ccco3)S(=O)(=O)c3c(C)ccc4nsnc34)cc2c1,?,?,0%,-3,12%,3,-3,-5%,2%,·
COc1ccc(/C=C/CN2CCC(n3nccc3NC(=O)C3CCCC3)CC2)cc1,?,11%,-5%,-3,-5%,26,12,1%,-3%,-2%
Nc1c(S(=O)(=O)c2ccccc2)csc1C(=O)O,5,19%,0%,1,22%,-2,3,6%,-7%,4%
CC(C)Oc1ccc(CNS(=O)(=O)c2csc(C(N)=O)c2)cc1,-14,?,0%,1,-4%,-6,10,7%,0%,0%
COc1ccc(OC)c2c(N)c(C#N)c(C(F)(F)C(F)(F)F)nc12,-21,0%,2%,-1,-3%,-4,-15,9%,-2%,1%
CC1CC(C)CN(C(=O)COC(=O)COc2ccccc2C#N)C1 (centres undefined),3,?,1%,2,-28%,10,-3,9%,-2%,5%
Cc1ccc(C)c(S(=O)(=O)Nc2ccccc2C(=O)Nc2ccc(S(=O)(=O)Nc3ncccn3)cc2)c1,11,11%,-2%,4,-6%,-5,7,-1%,2%,-4%[46.1 µM]
N#C/C(=C\Nc1ccc2c(c1)OCCO2)c1nc(-c2ccccc2)cs1,-7,3%,3%,-5,1%,·,1,4%,-12%,-9%[46.1 µM]
CC(=O)C(C(c1ccccc1)c1c[nH]c2ccccc12)[N+](=O)[O-] (centres undefined),15,?,3%,-5,-11%,-1,0,13%,11%,-2%
COCCNC(=O)c1c(CSc2ccc(F)cc2)noc1C(=O)NCc1ccccc1,·,-10%,-2%,20,-1%,·,-6,-5%,2%,-5%
O=C(OCC(=O)N1CCCCC1)c1cccc(NS(=O)(=O)c2ccccc2)c1,1,-1%,1%,-2,-1%,1,2,10%,3%,0%
O=c1[nH]c(SCc2ccc(Cl)cc2)nc2[nH]ncc12,-6,?,-1%,-2,-6%,5,0,-1%,1%,4%
CCOc1ccc2[nH]c(=O)c(CN(Cc3ccc(F)cc3)C(=O)c3ccco3)cc2c1,-6,?,1%,0,15%,0,6,-3%,1%,1%
O=C(NCCNC1CCCCC1)c1ccco1,-5,7%,1%,1,-11%,0,5,1%,-10%,-2%
Cc1ccnc(NC(=O)c2ccc3c(c2)S(=O)(=O)c2ccccc2C3=O)c1,4,?,-4%,-6,7%,-4,21,31%,0%,-3%
CC(Sc1ccc(S(=O)(=O)N(C)C)cn1)C(=O)NC1CCCC1 (centres undefined),8,2%,3%,-3,1%,-10,2,1%,1%,-1%
Cc1ccc(-c2nn3c(C)nnc3s2)cc1NC(=O)COc1ccc(Cl)cc1,-4,-3%,4%,·,6%,11,13,4%,15%,-4%

# Next part; the last two above are carried over.
SMILES,KCNH2 3.1 block,ELG1 repair inh,USP2a inh,TRPV1 agonist,Eya2 inh,hERG WT inh,TSHR antag,AT treatment,Mito fusion yeast,TCR act
CC(Sc1ccc(S(=O)(=O)N(C)C)cn1)C(=O)NC1CCCC1 (centres undefined),8,2%,3%,-3,1%,-10,2,1%,1%,-1%
Cc1ccc(-c2nn3c(C)nnc3s2)cc1NC(=O)COc1ccc(Cl)cc1,-4,-3%,4%,·,6%,11,13,4%,15%,-4%
O=C(O)c1cccc2c1C(=O)c1ccc(-c3ccc(OC(F)(F)F)cc3)cc1S2(=O)=O,12,?,1%,·,-30%,-1,-20,1%,·,-7%
S=c1[nH]nc(COc2ccc(Cl)cc2)n1-c1ccccc1,-18,2%,-1%,-1,-3%,-1,-21,8%,-7%,1%
O=C(NCCc1ccccc1)C1(c2ccccc2)CC1(Cl)Cl (centres undefined),-2,-4%,0%,16,2%,0,7,4%,0%,0%
O=C(Oc1ccc(Cl)cc1N1C(=O)CCC1=O)c1ccco1,-6,18%,0%,-3,2%,0,8,0%,-5%,-3%
CCOC(=O)C1CCCN(C2CC(=O)N(c3ccc(NC(C)=O)cc3)C2=O)C1 (centres undefined),-4,-2%,14%,1,-3%,2,-2,-1%,-4%,2%
COC(=O)CCn1nc(-c2ccc(Cl)cc2)c2ccccc2c1=O,3,3%,2%,7,-14%,-4,16,5%[11.5 µM],27%,-1%
Cc1cccn2c(=O)nc(SCC(=O)N3CCCCC3)nc12,-6,26%,0%,-5,4%,4,5,-1%,-1%,-1%
c1ccc(C[C@H]2CNCCN2CCC23CC4CC(CC(C4)C2)C3)cc1,10,?,-5%,9,1%,11,18,36%,10%,-3%
Cc1ccc(-c2c[nH]c(=S)n2-c2ccccc2)cc1,9,9%,3%,3,5%,20,-17,-1%,7%,-9%
Cc1ccccc1N1C(=O)c2ccccc2NC1c1ccncc1 (centres undefined),-3,-7%,4%,0,-2%,2,-8,·,0%,1%[46.1 µM]
Cc1ccc(C)c(N2CCN(C(=O)CCS(=O)(=O)c3ccc4c(c3)CCN4C(=O)C3CC3)CC2)c1,4,-14%,0%,6,2%,-28,-82*,-1%,11µM*,2%
O=C(CN1C(=O)/C(=C/c2ccccc2)SC1=S)N1CCN(CCc2ccccn2)CC1,-22,-23%,3%,-3,12%,13,1,2%,-1%,-2%
O=C1c2ccccc2C(=O)N1COc1ccc(S(=O)(=O)N2CCOCC2)cc1[N+](=O)[O-],25,0%,1%,1,-10%,1,1,10%,-3%,1%
Cc1cc(C)c2nc(NNC(=O)c3cc(-c4cccs4)nc4ccccc34)sc2c1,-9,?,-3%,0,5%,-8,7,5%,-4%,17%
CCCCNC(=O)CCn1c(=O)c2ccccc2n(Cc2ccc(F)cc2)c1=O,13,11%,0%,9,-6%,-7,-3,6%,-6%,-2%[46.1 µM]
CC(C)(C)c1nc2scc(-c3cccs3)c2c(=O)o1,-1,14%,0%,-5,3%,2,0,22%,4%,-6%
COc1ccc(-c2csc3ncnc(Cl)c23)cc1,-17,9%,1%,0,-19%,-6,18,-6%,-13%,2%
CCC(C)C(=O)Nc1nc(C)c(-c2csc(Nc3cc(OC)ccc3OC)n2)s1 (centres undefined),-3,?,6%,2,16%,4,-9,3%,2%,1%
Cc1nn(Cc2ccc(Cl)cc2)c(C)c1N,12,-12%,1%,-5,3%,-2,-1,0%,-7%,-10%[46.1 µM]
